CHO parental Ca: counter-screen: ATP calcium response change in parental CHO cells; parental CHO-K1, ATP-induced calcium, Fluo-8 fluorescence; actives 0.63% (n = 330,000); AID 463079; inhibition, % at 5.6 µM;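 active = inhibition above that plate's mean sample inhibition plus 3 SD, cut at about 26% in these data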;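 note: 0% = ATP-challenged DMSO wells and 100% = DMSO wells without ATP; some compounds past the cut are filed as inactive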
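Material – parental CHO cells · Reagent – ATP stimulus · Compound – single nominal dose of 5.6 µM per compound · Detection – Fluo-8 fluorescence · Read-out basis – percent inhibition of calcium signal · Controls – ATP-challenged DMSO wells low, unchallenged DMSO wells high · Repeats – no replicates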
CHRM1 antagonist: antagonists of human M1 muscarinic receptor; P11229; CHO-K1 hM1, Fluo-8 calcium fluorescence, ACh EC80 antagonist; inhibition, % at 3 µM; actives 1.3% (n = 360,000);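 active = percent inhibition above its own plate's cutoff, namely the mean of that plate's compound wells plus 3 SD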;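 note: peak over basal fluorescence ratio during 140 s after agonist addition; 0% = ACh EC80 plus DMSO and 100% = DMSO alone without agonist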
Target sequence (P11229 whole entry, looked up): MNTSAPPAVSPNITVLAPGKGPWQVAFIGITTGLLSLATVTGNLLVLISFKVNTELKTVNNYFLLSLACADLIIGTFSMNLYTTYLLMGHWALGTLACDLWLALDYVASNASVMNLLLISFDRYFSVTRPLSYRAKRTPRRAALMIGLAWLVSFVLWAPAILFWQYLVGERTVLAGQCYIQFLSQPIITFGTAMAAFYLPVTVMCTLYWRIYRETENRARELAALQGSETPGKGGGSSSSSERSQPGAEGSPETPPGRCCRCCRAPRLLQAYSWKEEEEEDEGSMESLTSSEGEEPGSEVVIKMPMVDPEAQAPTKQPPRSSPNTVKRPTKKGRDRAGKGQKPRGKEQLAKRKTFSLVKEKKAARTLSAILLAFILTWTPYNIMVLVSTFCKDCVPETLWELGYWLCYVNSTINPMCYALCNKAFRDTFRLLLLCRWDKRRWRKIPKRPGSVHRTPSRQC
M1 PAM: positive allosteric modulators of human M1 muscarinic receptor; AID 588819; activation, % at 3 µM; actives 0.088% (n = 360,000); CHO-K1 hM1, Fluo-8 calcium fluorescence, ACh EC20; 0% = ACh EC20, 100% = maximal ACh; P11229; in the data active = activation above about 19%, passing the limit was not always enough
M1 ag: activates human CHRM1 receptor. CHO-K1 hM1, Fluo-8 calcium fluorescence, agonist mode; 0% DMSO, 100% acetylcholine EC100. actives 0.33% (n = 360,000). activation, % at 3 µM. P11229;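 active = activation above the run's mean compound activation plus 3 SD, cut at about 16% in these data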;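 note: peak over basal fluorescence ratio within a 140 s kinetic read after compound addition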
TAAR1 ag: human TAAR1 agonism. Q96RJ0. CHO RD-HGA16 TAAR1, Fluo-8 calcium fluorescence; vehicle wells 0%, saturating PEA agonist 100%. activation, % at 3 µM. actives 0.99% (n = 360,000). AID 624467;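 active = activation above the mean activation of all test compounds in the run plus 3 SD, cut at about 38% in these data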
Target sequence (Q96RJ0 whole entry, looked up): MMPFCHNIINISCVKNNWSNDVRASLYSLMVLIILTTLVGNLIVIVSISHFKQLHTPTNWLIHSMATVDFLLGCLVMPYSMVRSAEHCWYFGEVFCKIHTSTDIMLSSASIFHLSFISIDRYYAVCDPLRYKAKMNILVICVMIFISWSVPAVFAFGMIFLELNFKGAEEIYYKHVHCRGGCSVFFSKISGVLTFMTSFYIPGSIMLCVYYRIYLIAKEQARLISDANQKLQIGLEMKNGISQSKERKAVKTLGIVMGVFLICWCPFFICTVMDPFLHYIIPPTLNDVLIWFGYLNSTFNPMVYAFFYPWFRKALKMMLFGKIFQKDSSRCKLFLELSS
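Assay system: CHO-derived RD-HGA16 cells with stable Gα16 and human TAAR1; timing: 17-24 h seeding, 75 min 37 °C dye, 30 min RT; read-out: % activation from peak over basal fluorescence ratio, DMSO-to-PEA scaled; measured by: kinetic Fluo-8 calcium fluorescence; benchmarks: low control DMSO, high control PEA (EC100); doses: 3 µM single concentration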
M1 PAM parental: counter-screen for M1 PAMs: effect in parental CHO-K1 cells | actives 0.02% (n = 360,000) | ATP EC20, Fluo-8 calcium fluorescence; 0% at ATP EC20, 100% at ATP max | activation, % at 3 µM;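 active = activation above the run cutoff, the mean activation of all test compounds plus 3 SD, cut at about 40% in these data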;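 note: peak over basal fluorescence ratio in a 140 s read after ATP addition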
TAAR1 antagonist: antagonists of human TAAR1; Q96RJ0; CHO RD-HGA16 TAAR1, Fluo-8 calcium fluorescence, antagonist; inhibition, % at 3 µM; actives 1.5% (n = 360,000); AID 624466;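 active = inhibition above a per-plate cutoff, the mean inhibition of test compounds on that plate plus 3 SD, cut at about 49% in these data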;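 note: 0% = DMSO plus EC80 beta-PEA response and 100% = DMSO alone without agonist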
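System: CHO RD-HGA16 cells bearing hTAAR1. Reagent: EC80 β-phenethylamine stimulus. Schedule: seeding 17-24 h prior, 75-min 37 °C, 30-min RT dye loading. Signal: Fluo-8 intracellular calcium dye fluorescence, real-time kinetic reads. Read-out: % inhibition from peak post-agonist over basal fluorescence ratio. Benchmarks: vehicle wells and EC80 agonist wells. Replicates: n of 1.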
CHO-K1 Ca ag: nonselective activator or artifact in parental CHO-K1 cells; Fluo-8 calcium fluorescence; scaled to maximal ATP response, vehicle zero; activation, % at 3 µM; actives 0.48% (n = 360,000); in the data active = activation above about 15%;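 note: untransfected CHO-K1 host cells lacking M1 receptor as counterscreen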
CHO-K1 Ca antag: nonselective inhibitor or artifact in parental CHO-K1 cells | AID 602250 | actives 0.6% (n = 360,000) | ATP-induced calcium, Fluo-8 fluorescence | inhibition, % at 3 µM;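 active = inhibition above a per-plate cutoff, the plate's mean sample inhibition plus 3 SD, cut at about 24% in these data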;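 note: 0% = DMSO plus EC80 ATP and 100% = DMSO alone without ATP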
Active calls of the source: *; . = no result given. An unsorted share of the library; 4.4% or so of the library scored in one or more.

SMILES	CHO parental Ca	CHRM1 antagonist	M1 PAM	M1 ag	TAAR1 ag	M1 PAM parental	TAAR1 antagonist	CHO-K1 Ca ag	CHO-K1 Ca antag
Cc1cc2[nH]c(=O)c(=O)[nH]c2cc1S(=O)(=O)Nc1ccccc1F	4	-10	5	-2	1	21	-24	0.5	-16
CCOCc1nnc(NC(=O)c2cc(OC)c(OC)c(OC)c2)s1	-11	-1	6	0	2	8	15	0.5	-2
O=C(CC1Nc2ccccc2NC1=O)NCC1COc2ccccc2O1 (stereo not given)	-16	12	-3	0	.	-6	.	0.0	15
COCCCNC(=O)CN(c1cc(Cl)cc(Cl)c1)S(C)(=O)=O	0	10	0	-3	6	3	11	-0.2	7
COC(=O)c1ccc(NC(=O)CSC2=NCCN2)cc1	-7	-13	14	-8	4	8	-1	0.1	8
O=C(c1cccc(Cl)c1)N1CCN(Cc2ccccc2)CC1	.	-3	3	-6	2	-8	1	0.2	6
CSc1ccc(Cl)c(C(=O)NCCCn2ccnc2)c1	-13	-11	4	-10	-1	9	-21	2.1	-10
CCCOC(=O)C(C)Sc1n[nH]c(=O)[nH]c1=O (stereo not given)	-5	-9	10	-5	10	8	1	-0.2	-5
COc1ccc(C(C)(O)c2nc(-c3cncnc3)cs2)cc1 (stereo not given)	.	-20	13	-2	2	-12	-19	0.1	18
O=C1N/C(=N\S(=O)(=O)c2ccccc2)S/C1=C\c1cc([N+](=O)[O-])ccc1O	46*	18	-25	32*	37	-6	54*	19*	4
NS(=O)(=O)c1ccc(CCNC(=O)C2CCN(S(=O)(=O)c3cnc[nH]3)CC2)cc1	-8	0	5	0	5	17	5	-0.4	-7
O=C1N/C(=C/c2ccc(N3CCOCC3)cc2)C(=O)N1Cc1ccc(F)cc1	-12	-3	11	-3	11	17	-10	0.3	-2
CCOC(=O)/C=C/C(=O)OCC(=O)Nc1ccc(Cl)cn1	-17	-11	9	-2	8	14	3	-0.1	-7
COC(=O)CC1C(=O)NCCN1C(=O)c1c(F)cccc1F (stereo not given)	0	-8	11	-6	-2	5	-14	0.7	-11
COc1ccc(-c2nc(N)n(C(=O)c3cccs3)n2)cc1	-13	-7	9	-3	1	-4	-33	0.9	-18
O=S(=O)(c1ccccc1)N1CCN(CCO)CC1	4	-13	6	-7	3	1	6	0.3	1
CCCNC(=O)NC(=O)CSc1ccc(C)cc1C	-23	4	-5	-13	5	15	-5	0.4	3
Cc1ccc(NC(=O)CSc2nnc(COc3ccccc3C)o2)cc1	-12	-7	8	-4	-1	12	-15	0.0	-12
CC(C)C[C@H](NC(=O)c1nc[nH]c1C(=O)N1CCc2ccccc2C1)C(=O)OCc1ccccc1	-14	-7	3	-3	10	13	34	0.0	-18
COc1cccc2c(=O)c(C(=O)NCc3cccs3)c[nH]c12	-12	-4	3	-1	11	-8	-15	0.6	0

Overlap with the part before: 2 compounds, then new ones.
SMILES	CHO parental Ca	CHRM1 antagonist	M1 PAM	M1 ag	TAAR1 ag	M1 PAM parental	TAAR1 antagonist	CHO-K1 Ca ag	CHO-K1 Ca antag
CC(C)C[C@H](NC(=O)c1nc[nH]c1C(=O)N1CCc2ccccc2C1)C(=O)OCc1ccccc1	-14	-7	3	-3	10	13	34	0.0	-18
COc1cccc2c(=O)c(C(=O)NCc3cccs3)c[nH]c12	-12	-4	3	-1	11	-8	-15	0.6	0
O=C(CC1c2ccccc2Oc2ccccc21)N1CCN(c2ccccn2)CC1	-17	-17	4	-10	20	10	-10	0.4	-18
COc1ccc(C(=O)NCC(=O)OCC(=O)NCc2ccc3c(c2)OCO3)cc1	-5	-14	8	-5	0	5	-9	-0.4	-9
COc1ccc(/C(N)=N/OC(=O)c2ccc3c(c2)OCO3)cc1	-2	-11	10	-7	2	18	-5	0.9	-5
Cn1cnnc1SCC(=O)NC1CCCN(Cc2ccc(Cl)cc2)C1 (stereo not given)	-8	-9	3	-6	0	10	14	0.4	-3
CCN1CCN(C/C(C)=C/c2ccccc2)CC1	.	-9	-2	-9	5	-10	-30	0.2	-2
Cc1cc(=O)[nH]c(-n2nc(C)c(Oc3ccccc3O)c2C)n1	-6	-27	12	2	2	24	-8	0.4	-14
CC(C)CCn1nnnc1CN1CCN(c2ccc(F)cc2)CC1	-10	-5	12	0	2	15	11	0.9	-7
O=[N+]([O-])c1ccc(Cl)cc1CNc1ccc(F)c(F)c1	-11	-3	4	-4	-1	-13	6	-0.5	11
COc1cc(C(c2c(C)[nH][nH]c2=O)c2c(C)[nH][nH]c2=O)cc(Br)c1OC	-12	-11	8	-1	4	10	14	1.2	-2
CCOc1ccc(N(CC(=O)NC2CCCCC2)C(=O)CCC(=O)Nc2nccs2)cc1	-10	-4	3	-2	2	-8	-9	0.3	-1
COc1ccc(C(=O)NN2CCCCC2)cc1OC	-5	-12	7	-1	0	10	5	0.3	-15
CCC(=O)Nc1cccc(-c2nnc(-c3cccc(NC(=O)CC)c3)o2)c1	-7	14	-12	-2	21	-3	56*	5.3	-11
Cc1c(-c2ccccc2)oc2c(C(=O)N3CCN(c4ccccc4F)CC3)cccc2c1=O	-16	-1	3	-6	4	7	9	-0.2	-7
CCOc1ccc(N2C(=O)CC(NCc3ccc(F)cc3)C2=O)cc1 (stereo not given)	-8	9	0	-4	0	-5	5	0.2	8
O=C(COc1ccccc1Cc1ccccc1)NCCCN1CCOCC1	-9	-2	5	-3	1	16	-9	9.6	-3
COc1cccc(C(N)=O)c1OC(=O)Cc1ccccc1F	-2	-22	10	2	-2	11	-9	1.2	-14
COCCn1c(SCC(=O)Nc2cccnc2Cl)nc2ccccc2c1=O	-19	1	0	-5	4	-15	-11	-0.2	-3
O=C(Nc1nnc(-c2ccncc2)s1)C1CCCO1 (stereo not given)	-11	-4	5	0	3	-11	2	-0.1	-11
O=[N+]([O-])c1ccccc1N/N=C/c1cc2ccccc2nc1Cl	-12	-8	5	-4	0	14	-17	-0.2	-2
COc1ccc(C(=O)N2CC(=O)Nc3ccc(F)cc3C2c2ccccc2)cc1 (stereo not given)	.	-11	4	-2	3	-12	7	0.3	-9
CCN(CC)CCN1C(=O)C(=O)/C(=C(/O)c2ccc(OC(C)C)cc2)C1c1cccs1 (stereo not given)	-20	17	-6	-3	0	13	2	5.5	2
CN(C)S(=O)(=O)c1cccc(C(=O)Nc2ccccc2[N+](=O)[O-])c1	-11	-1	1	-7	4	5	-13	0.2	-2
Cc1ccc(NC2CCCN(C(=O)c3cc(C(C)C)nn3C)C2)cc1C (stereo not given)	.	-8	1	-1	0	9	-17	3.4	-4
CN1CCC(N(C)C(=O)c2cc(S(=O)(=O)N(C)c3ccccc3)ccc2Cl)CC1	-6	-9	7	-6	7	-8	-6	0.0	-25
CCOCCCNC(=O)C1(O)c2ccccc2NC(=O)N1c1ccc(Cl)cc1 (stereo not given)	14	-16	4	0	12	10	8	6.7	-4
COc1ccccc1C(=O)NC(=O)COC(=O)CN1C(=O)NC(C)(C)C1=O	-6	-13	7	-3	0	-1	-7	1.7	-1
Cc1ccc(-c2nc3cccnc3s2)cc1NS(=O)(=O)c1cccs1	-14	-10	0	-5	1	23	7	2.3	-5
Cc1ccc2nc(NC(=O)c3ccc(S(=O)(=O)N4CCCc5ccccc54)cc3)sc2c1	-7	-1	-3	-6	0	12	-23	0.6	-15
Cc1cc(N2CCOCC2)nc(-c2ccccc2O)n1	-20	-9	7	-6	2	12	6	0.1	-3
CCOC(=O)Cc1nnc(NC(=O)C2CCCCC2)s1	-9	-10	9	-7	0	13	5	0.7	-13
CC(=O)OCc1c(COC(C)=O)[n+](=O)c2ccccc2n1[O-]	7	-4	3	-3	14	14	5	0.3	-7
C=CCNC(=S)/N=c1/ccccn1Cc1ccccc1	-6	6	-3	-9	4	-3	-4	0.2	9
Cn1c(Cn2c(=O)sc3ccccc32)nnc1SCc1ccccc1	-8	-2	2	-2	4	-1	-12	-0.3	-3
CCc1cccc(C)c1NC(=O)c1cc(C)oc1C	-4	1	0	-5	.	16	.	-0.1	-9
O=[N+]([O-])c1cccc(/C=N/Nc2cc(Cl)nc(-c3ccccc3)n2)c1	4	3	-1	-2	7	17	3	0.9	-17
Cc1ccccc1C(=O)Nc1ccnn1C1CCN(Cc2c(C)n(C)c3ccccc23)CC1	.	-11	8	-4	3	17	-9	-0.9	-23
COc1ccc(CNC(=O)CCc2c(C)nc3ncnn3c2C)cc1	-8	5	8	-2	2	-6	9	-0.6	15
O=C(Nc1nc(-c2ccc(Cl)s2)cs1)c1ccccc1	-19	-17	-8	-6	11	25	3	0.3	-12
O=C(Nc1ccc(Br)cc1)c1cc2ccccn2n1	9	-7	5	-3	-3	18	6	2.9	-17
Cc1cc(=O)oc2c3c(cc(OCC(=O)N[C@@H](CC(C)C)C(=O)O)c12)OC(C)(C)CC3	-9	-2	3	-3	10	1	-26	0.2	-16

In the list so far, 9 have fluorine.
SMILES	CHO parental Ca	CHRM1 antagonist	M1 PAM	M1 ag	TAAR1 ag	M1 PAM parental	TAAR1 antagonist	CHO-K1 Ca ag	CHO-K1 Ca antag
Cc1cc2[nH]c(=O)c(=O)[nH]c2cc1S(=O)(=O)Nc1ccccc1F	4	-10	5	-2	1	21	-24	0.5	-16
O=C1N/C(=C/c2ccc(N3CCOCC3)cc2)C(=O)N1Cc1ccc(F)cc1	-12	-3	11	-3	11	17	-10	0.3	-2
COC(=O)CC1C(=O)NCCN1C(=O)c1c(F)cccc1F (stereo not given)	0	-8	11	-6	-2	5	-14	0.7	-11
CC(C)CCn1nnnc1CN1CCN(c2ccc(F)cc2)CC1	-10	-5	12	0	2	15	11	0.9	-7
O=[N+]([O-])c1ccc(Cl)cc1CNc1ccc(F)c(F)c1	-11	-3	4	-4	-1	-13	6	-0.5	11
Cc1c(-c2ccccc2)oc2c(C(=O)N3CCN(c4ccccc4F)CC3)cccc2c1=O	-16	-1	3	-6	4	7	9	-0.2	-7
CCOc1ccc(N2C(=O)CC(NCc3ccc(F)cc3)C2=O)cc1 (stereo not given)	-8	9	0	-4	0	-5	5	0.2	8
COc1cccc(C(N)=O)c1OC(=O)Cc1ccccc1F	-2	-22	10	2	-2	11	-9	1.2	-14
COc1ccc(C(=O)N2CC(=O)Nc3ccc(F)cc3C2c2ccccc2)cc1 (stereo not given)	.	-11	4	-2	3	-12	7	0.3	-9
